Assay outcomes as filed in PubChem.
HepG2 viability = counter-screen for TGF-b inhibitors: cytotoxicity in HepG2 cells; actives 0.76% (n = 410,000); AID 588856; Potency, µM (titrated, usually from 46.1 µM), for the others: top-dose activity change, negative = cytotoxicity, actives largely listed as cytotoxic; HepG2 CAGA-GFP viability, ATP luminescence, 18 h; further: potency means the concentration at half of the fitted maximal effect; some results filed as inactive show a strong effect at the top dose
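HepG2 CAGA-GFP cells (1000/well, DMEM with 1% FBS) received compound, then TGF-beta at 500 pg/mL final, and were incubated 18 hours at 37 degrees C. Viability was read by CellTiter-Glo luminescence. Media-only wells were set as complete cell-killing and DMSO as no toxicity.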
ATXN2 expr inh = reduces ATXN2 reporter expression in HEK-293 cells | HEK-293 ATXN2-luciferase reporter, luminescence, 24 h | Potency, µM (highest dose often 57 µM), for inactives: top-dose activity change, negative = inhibition, usual class: inhibitors | actives 0.72% (n = 360,000); further: potency means the concentration at half of the fitted maximal effect; on the % scale 0 is the no-effect control and ±100 the full control effect; nearly all actives have a fitted effect of over 55% in size
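qHTS (up to 57 uM final) was run with 24 h compound exposure of reporter cells at 37 °C. Each well was multiplexed: SteadyGlo luminescence measured ATXN2-luciferase expression after a fluorogenic Gly-Phe-AFC viability readout (25 uM final).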
Nrf2 activator = activators of Nrf2 (ARE) signaling | AREc32 ARE-luciferase reporter (MCF7-derived line), luminescence, 24 h | Potency, µM (titrated, usually from 46.1 µM), for inactives: at the highest dose activation, actives largely listed as activators | actives 0.31% (n = 410,000) | AID 624171; further: potency means the concentration at half of the fitted maximal effect; % of control where 0% means no effect; nearly all actives have a fitted effect of over 65% in size
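Cells of the AREc32 ARE-luciferase line are plated in OPTI-MEM containing 5% FBS and left overnight at 37 deg C. Compounds are pinned in, incubation continues 24 hr, and firefly luciferase signal is then measured.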
EPAC2 ag = EPAC2 (human) agonism; Q8WZA2; EPAC2 activation, biochemical qHTS; response scale: 100% = 6.5 mM cAMP response; Potency, µM (top dose mostly 154 µM), inactives show at the highest dose activation, usual class: activators; actives 0.079% (n = 360,000); AID 720711; further: potency means the concentration at half of the fitted maximal effect; nearly all actives have a fitted effect of over 50% in size
Target sequence (Q8WZA2 whole entry, looked up): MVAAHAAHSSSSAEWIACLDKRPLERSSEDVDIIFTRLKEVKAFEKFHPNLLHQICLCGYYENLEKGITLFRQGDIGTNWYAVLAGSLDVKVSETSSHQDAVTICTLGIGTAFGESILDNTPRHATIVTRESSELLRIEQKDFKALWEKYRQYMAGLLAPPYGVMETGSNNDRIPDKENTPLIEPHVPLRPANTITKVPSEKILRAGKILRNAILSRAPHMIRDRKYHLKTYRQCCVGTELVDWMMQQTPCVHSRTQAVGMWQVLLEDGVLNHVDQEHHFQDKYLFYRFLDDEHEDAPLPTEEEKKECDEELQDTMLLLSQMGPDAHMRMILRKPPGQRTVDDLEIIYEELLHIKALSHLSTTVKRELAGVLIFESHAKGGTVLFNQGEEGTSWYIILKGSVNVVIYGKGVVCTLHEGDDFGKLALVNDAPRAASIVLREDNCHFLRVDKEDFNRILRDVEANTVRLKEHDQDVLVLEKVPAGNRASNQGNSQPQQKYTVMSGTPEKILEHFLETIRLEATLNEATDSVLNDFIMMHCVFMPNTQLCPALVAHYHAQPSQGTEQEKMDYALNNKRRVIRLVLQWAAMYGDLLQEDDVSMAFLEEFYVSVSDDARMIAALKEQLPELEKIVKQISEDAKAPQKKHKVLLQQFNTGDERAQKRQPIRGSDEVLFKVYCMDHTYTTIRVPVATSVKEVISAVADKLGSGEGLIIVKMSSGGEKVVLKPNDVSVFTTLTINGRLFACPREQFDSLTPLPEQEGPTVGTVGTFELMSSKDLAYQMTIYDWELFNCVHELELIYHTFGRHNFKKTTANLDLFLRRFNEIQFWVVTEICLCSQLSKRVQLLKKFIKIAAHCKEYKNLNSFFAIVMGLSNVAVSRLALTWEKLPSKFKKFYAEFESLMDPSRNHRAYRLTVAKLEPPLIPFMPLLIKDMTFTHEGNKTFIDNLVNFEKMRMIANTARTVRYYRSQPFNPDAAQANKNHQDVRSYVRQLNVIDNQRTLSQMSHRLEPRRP
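Compounds were added across a concentration range to EPAC2 (100 nM), RAP1B-BODIPY-GDP (250 nM) and GDP (50 uM). After 5 min at room temperature, fluorescence was recorded at 5-min intervals for 30 min.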
A549 tox = A549 cytotoxicity, counter-screen for Nrf2 inhibitors; A549 ARE-Fluc cells, CellTiter-Fluor viability, 18-24 h; Potency, µM (highest dose often 46 µM), inactives show at the top dose activity change, negative = cytotoxicity, most hits filed as inhibitors; AID 504648; actives 0.16% (n = 390,000); further: potency means the concentration at half of the fitted maximal effect; on the % scale 0 is the no-effect control and ±100 the full control effect
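A549 ARE-Fluc cells in 5% FBS OPTI-MEM, 5000 cells/well, rested 2 h then exposed to compounds in concentration-response for 18-24 h at 37 °C. Viability by CellTiter-Fluor fluorescence (Ex 405/Em 525) after 30 min; luciferase luminescence (BugLite, 15 min, RT) read afterwards.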
ATXN viability = cell viability loss in ATXN counter-screen; S2 cells (HEK-293 line with an ATXN2-luciferase reporter) viability, CellTiter-Fluor protease fluorescence, 24 h; actives 0.49% (n = 400,000); Potency, µM (titrated, usually from 56.7 µM), most hits filed as cytotoxic; AID 651635; further: potency means the concentration at half of the fitted maximal effect; nearly all actives have a fitted effect of over 40% in size
Nrf2 inh = inhibitors of Nrf2 signaling; A549 ARE-Fluc reporter, luciferase luminescence, 18-24 h; Potency, µM (series often up to 46 µM), for the others: at the top dose activity change, negative = inhibition, most hits filed as inhibitors; actives 2.1% (n = 360,000); AID 504444; further: potency means the concentration at half of the fitted maximal effect; on the % scale 0 is the no-effect control and ±100 the full control effect; nearly all actives have a fitted effect of over 60% in size
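A549 ARE_Fluc cells, 5000/well, 5% FBS OPTI-MEM; compounds in dose-response, 18-24 h at 37 °C/5% CO2; CellTiter-Fluor viability read (Ex 405/Em 525), then BugLite luciferase luminescence = Nrf2 activity.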
IL-2 act = activates IL-2 in a cell-based reporter assay; IL-2 activation reporter assay, cell-based qHTS; stimulated with anti-CD3/CD4/CD28 beads; in transgenic mouse T cells; activation, % (series mostly up to about 46 µM); actives 0.065% (n = 360,000); in the data active means activation above about 50%; inconclusive means mostly about 30% to 49%; further: 0% is about no effect
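Using fluorescent plate cytometry, EGFP and DsRed are detected in transgenic mouse T cells stimulated 18 h at 37 degrees C with antibody-coated beads after 60 min compound pretreatment.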
TGFb inhibitor = blocks TGF-b signaling; HepG2 CAGA-GFP TGF-b/SMAD3 reporter, GFP fluorescence, 18 h; TGF-beta stimulated, 500 pg/mL final; Potency, µM (doses to about 46.1 µM), for inactives: at the highest dose activity, negative = inhibition, actives largely listed as inhibitors; actives 1.2% (n = 410,000); AID 588855; further: potency means the concentration at half of the fitted maximal effect; on the % scale 0 is the no-effect control and ±100 the full control effect; nearly all actives have a fitted effect of over 65% in size
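Inhibition was scored as loss of TGF-beta-induced (500 pg/mL final, 18 hours, 37 degrees C) GFP in HEPG2 cells carrying a CAGA-GFP reporter, in DMEM with 1% FBS. Well GFP was summed per cell; Activity was normalised to unstimulated and stimulated DMSO wells, then concentration-response fitting.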
The depositor's hits bear a star; i = inactive; ? = inconclusive; / = not tested or not shown; [ ] = remark or other dose. Unless noted, the call rests on the fitted dose curve; in most records, active means well fitted curve in the direction sought with a large enough effect; inconclusive means small, poorly fitted or top-dose-only effect, or another doubt; inactive means no such curve, though single readings can be large; an effect the other way counts as inactive or inconclusive.

SMILES	HepG2 viability	ATXN2 expr inh	Nrf2 activator	EPAC2 ag	A549 tox	ATXN viability	Nrf2 inh	IL-2 act	TGFb inhibitor
CC(C)[C@H](NC(=O)[C@@H]1Cc2ccccc2CN1C(=O)OC(C)(C)C)C(=O)NCC1CCC(C(=O)O)CC1 (stereo not given in full)	-15%	3%	-0.5%	2%	3%	i	11%	-0.9	-1%
NS(=O)(=O)c1ccc(CCNC(=O)C2CCCN2C(=O)OCc2ccccc2)cc1 (stereo not given)	-3%	10%	0.7%	1%	13%	i	12%	-2.4	38%
COc1ccc(-c2cn3cc(C(F)(F)F)cc(Cl)c3n2)cc1	-8%	93%[activator]	8.8%	-9%	-2%	i	?	-0.6	-15%
Cc1ccc(C(=O)N2CCc3cc4c(cc3C2C)OCCCO4)cc1 (stereo not given)	-27%	-24%	-0.3%	3%	?	i	-10%	-2.4	?
CCOC(=O)c1ccc(NC(=O)CN2CCN(Cc3ccccc3)CC2)cc1	-11%	-28%	-0.5%	10%	4%	i	-3%	-5.1	-15%
CC(=O)Nc1ccccc1-c1nc2ccccc2n(CC(=O)Nc2ccc(C)c(Cl)c2)c1=O	-78%	/	0.5%	/	6%	/	33%	/	?
O=c1c(-c2ccc(F)cc2)coc2c3c(ccc12)OCCO3	-4%	0%	-0.1%	3%	-4%	i	?	-0.5	2%
CC(=O)Nc1nnc(SCC(=O)c2ccc3c(c2)Cc2ccccc2-3)s1	-28%	151%[activator]	-0.4%	7%	-14%	i	?	1.3	-12%
CC1CCN(c2ccc(/C=N\Nc3nncn3N)cc2[N+](=O)[O-])CC1	-51%	1%	-3.1%	-7%	-7%	?	-3%	0.7	?
COc1ccc(/C=C(/NC(=O)c2ccc(Br)o2)C(=O)Nc2cccc(C(=O)O)c2)cc1	-9%	/	-0.7%	10%	/	i	/	-0.3	-3%
O=C1C=C(c2ccc(Cl)c(C(F)(F)F)c2)C[C@@H](c2ccc(F)cc2)C1	-32%	-22%	2.1%	2%	-4%	?	-1%	0.3	?
CCOC(=O)Oc1ccc2c(=O)c(Oc3cc(C)cc(C)c3)coc2c1	-13%	-1%	0.0%	16%	-6%	i	-7%	-2.9	10%
N#CCC(=N)N1CCN(c2ccccc2)CC1	4%	4%	6.0%	10%	-2%	i	/	-0.6	-28%
Brc1ccc(Nc2c3c(nc4nncn24)CCC3)cc1	-18%	/	5.6%	/	0%	/	-19%	/	/
COc1ccc(N2CCN(C(=O)c3nc(SC)ncc3Cl)CC2)cc1	2%	-8%	0.6%	/	5%	i	3%	/	16%
NC(=O)COC(=O)c1ccc2c(c1)S(=O)(=O)c1ccccc1C2=O	-6%	1%	0.0%	3%	-3%	i	2%	3.4	4%
O=c1c2c3c(sc2ncn1/N=C/c1ccccc1)CCCC3	-6%	28%	-0.7%	16%	-1%	i	?	1.0	0%
O=C(Nc1ccc(N2CCCCC2)cc1)c1ccccn1	-81%	1.8µM*	-2.8%	11%	-3%	i	/	-1.0	7%
Cc1cc(C(=O)NCC(=O)Nc2c(C)cccc2C)c2ccccc2n1	7%	/	-0.3%	10%	1%	i	-14%	1.7	14%
CCOc1ccccc1N=C1SC(CC(=O)Nc2ccc(OC)cc2OC)C(=O)N1CCC1=CCCCC1 (stereo not given)	16%	7%	0.0%	6%	1%	i	-23%	-2.8	-6%

Three of the entries above in order of their number in Nrf2 activator, smallest number first:
| compound | Nrf2 activator | EPAC2 ag | IL-2 act |
| --- | --- | --- | --- |
| Cc1cc(C(=O)NCC(=O)Nc2c(C)cccc2C)c2ccccc2n1 | -0.3% | 10% | 1.7 |
| COc1ccc(N2CCN(C(=O)c3nc(SC)ncc3Cl)CC2)cc1 | 0.6% | / | / |
| O=C1C=C(c2ccc(Cl)c(C(F)(F)F)c2)C[C@@H](c2ccc(F)cc2)C1 | 2.1% | 2% | 0.3 |

Next entries:
SMILES	HepG2 viability	ATXN2 expr inh	Nrf2 activator	EPAC2 ag	A549 tox	ATXN viability	Nrf2 inh	IL-2 act	TGFb inhibitor
CCCCOC(=O)C1=C(C)NC(=O)NC1c1cccc([N+](=O)[O-])c1 (stereo not given)	-27%	-2%	1.4%	9%	11%	i	-44%	4.4	-23%
CCCCn1c(=O)nc2n(-c3ccc(OC)cc3)c3ccccc3cc-2c1=O	-9%	?	0.4%	-5%	15%	i	2%	3.6	-17%
N#CCCn1cc(C(=O)N2CCOCC2)c(-c2ccc3c(c2)OCCO3)n1	-7%	14%	0.5%	3%	1%	i	-2%	2.2	-2%
CN(CCCC(=O)NC1CC(C)(C)NC(C)(C)C1)S(=O)(=O)c1ccc([N+](=O)[O-])cc1	-6%	-24%	0.2%	16%	8%	i	-10%	-0.8	-6%
Cc1cccc(C(=O)Nc2nsc(N)n2)c1	-9%	8%	0.6%	4%	2%	i	-14%	-1.5	0%
COC(=O)c1sccc1NC(=O)c1ccnn1C	5%	-14%	4.8%	9%	5%	i	-16%	-0.3	4%
COc1ccc2c(c1)C(=NNc1ccc(C(=O)O)cc1)c1cc(OC)ccc1-2	-24%	/	-0.8%	-8%	?	/	21%	-1.3	26%
COC(=O)c1cc(-c2cccs2)[nH]n1	5%	/	?	15%	16%	i	1%	0.0	2%
COC(=O)Cc1nnc(SCC(=O)Nc2ccccc2)c2ccccc12	-69%	/	4.0%	7%	-2%	?	-13%	-0.2	?
COc1ccc(C)cc1-n1nnnc1SCn1nnc2ccccc2c1=O	-22%	-22%	0.1%	-4%	-29%	i	?	-1.6	?
CCc1nn2c(=O)cc(COC(=O)c3cccc(NC(=O)COc4ccccc4)c3)nc2s1	2%	/	1.1%	/	0%	/	/	/	11%
COc1ccc(CN2C(=NC(=O)COc3ccccc3)SC3CS(=O)(=O)CC32)cc1 (stereo not given)	-1%	-6%	-0.3%	-1%	0%	i	-9%	-2.7	-1%
COc1ccc(C)cc1NC(=S)NNC(=O)c1c(Br)cnn1C	-20%	6%	-0.4%	-2%	-1%	i	20%	-2.1	?
COc1ccc(Nc2nc(N3CCCCC3)nc3ccccc23)c(OC)c1	-36%	?	0.6%	7%	?	?	-19%	-2.5	?
CCOC(=O)/C(N=Nc1cc(C(=O)O)cc(C(=O)O)c1)=C(\O)CCl	12%	-3%	0.0%	-2%	-5%	i	8%	-0.8	-4%
Cc1cccc(N2CC(C(=O)Nc3nnc(SCc4ccccn4)s3)CC2=O)c1 (stereo not given)	-5%	-15%	-0.1%	7%	1%	i	5%	6.2	-15%
CCN(CC)C(=O)c1[nH]cnc1C(=O)Nc1cccc(C)c1	-1%	0%	0.3%	9%	0%	i	-17%	0.6	1%
COc1ccc(-c2nc3c4ccccc4ccn3c2CN2CCCCC2)cc1	-33%	-8%	5.2%	10%	-5%	?	9%	-0.2	-21%
CC(C)(C)c1csc(NC(=O)Cc2ccc(S(=O)(=O)N3CCOCC3)s2)n1	2%	-23%	3.9%	25%	-5%	i	?	-1.3	-26%
Cc1nc2c(C)cccc2cc1C(=O)N/N=C/c1cccc([N+](=O)[O-])c1	-26%	-21%	0.2%	-9%	-14%	?	15%	1.1	-6%
COc1ccc(NS(=O)(=O)c2ccc(S(=O)(=O)N(C)C)cc2)cc1S(N)(=O)=O	9%	/	-0.6%	2%	-2%	?	8%	0.6	11%
COc1ccc2cc(CN(CCc3ccccc3)Cc3nnnn3CC3CCCO3)c(=O)[nH]c2c1 (stereo not given)	-31%	4%	2.7%	0%	-12%	i	-1%	-1.2	4%
CC(C)(C)NCCOCCOc1ccc(Cl)cc1C(C)(C)C	-26%	/	-0.2%	3%	-9%	?	0%	-3.2	-6%
Cc1cc(C)nc(NS(=O)(=O)c2ccc(NC(=O)c3cccc(N4C(=O)CCC4=O)c3)cc2)n1	-5%	-1%	1.6%[9.22 µM]	6%	8%	i	-9%	-0.1	-5%
CC(=O)Nc1sc2c(c1C(c1cccc(F)c1)N1CCN(CCO)CC1)CCCC2 (stereo not given)	-34%	-1%	11%	6%	-2%	?	?	-3.5	-15%
COc1ccc(NC(=O)OCCn2c([N+](=O)[O-])cnc2C)cc1	-2%	-10%	0.1%	-2%	0%	i	-8%	1.5	-5%
CSc1n[nH]c(NC2=CC(=O)CCC2)n1	2%	-13%	0.1%	6%	7%	i	-15%	-2.0	-2%
Cc1cc(C(F)F)n2ncc(C(=O)N3CCc4ccccc4C3)c2n1	0%	-15%	-0.7%	8%	-5%	i	/	-0.3	-7%
CCOc1ccccc1CNC(=O)c1cc2n(n1)CCCN(Cc1ccc(C)cc1)C2=O	-27%	-10%	6.7%	/	-5%	?	/	/	?
CC(=O)N1c2c(cc(Br)cc2S(=O)(=O)NCc2ccc3c(c2)OCO3)CC1C (stereo not given)	-28%	1%	-0.7%	2%	?	i	?	-2.1	2%
COc1ccccc1N1CCN(C(=O)c2noc(C)c2[N+](=O)[O-])CC1	-22%	-1%	8.4%	3%	-11%	i	-23%	-0.8	0%
Cc1ccc(S(=O)(=O)CCc2ccccn2)cc1	-2%	-23%	0.5%	3%	1%	?	18%	-1.4	-6%
COc1ccc([N+](=O)[O-])cc1NC(=O)c1cn(-c2ccc(C)c(C)c2)c(=O)c2ccccc12	-5%	-11%	-0.3%[9.22 µM]	-3%	-2%	i	7%	-0.2	-4%
COc1ccccc1C(=O)Nc1ccc2c(C)cc(=O)oc2c1	5%	21%	8.5%	2%	5%	i	?	-0.3	7%
O=C(Nc1nnc(Cc2ccc(Cl)cc2)s1)c1ccco1	1%	18%	-0.2%	10%	6%	i	?	-2.5	1%
CC1(c2nnc(-c3cccc(Cl)c3)o2)CC(c2cccc(F)c2)=NO1 (stereo not given)	-2%	7%	0.2%	12%	8%	i	-1%	0.9	1%
